Bioassay records: PubChem, National Center for Advancing Translational Sciences (NCATS)
p53ts 39C tox: cytotoxicity in p53ts cells at nonpermissive temperature. H1299-p53A138V viability at 39C, ATP luminescence, 24 h. Potency, µM (titrated, usually from 46.1 µM), for the others: top-dose activity change, negative = cell killing, most hits filed as cytotoxic. hit rate 1.5% among 130,000. AID 902; note: nearly all actives have a fitted effect of over 55% in size
p53ts 32C kill: cytotoxicity in p53ts cells at permissive temperature; H1299-p53A138V at 32C, ATP luminescence viability, 24 h; Potency, µM (highest dose often 46.1 µM), for inactives: at the top dose activity change, negative = cytotoxicity, most hits filed as cytotoxic; hit rate 0.93% among 130,000; AID 924;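 note: 0% = DMSO and -100% = full killing by reference compound; nearly all actives have a fitted effect of over 55% in size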
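Viability by ATPlite luminescence after 24 h compound treatment (up to 46 uM) at the permissive 32C. Cells are H1299 carrying p53 A138V. Scale runs from DMSO basal to 100 uM tamoxifen as full kill; AC50 from Hill fits.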
IkB signaling: IkB pathway inhibition in ABC-DLBCL cells. ABC-DLBCL IkBa-CBG/CBR dual luciferase ratio, 4 h; response scale: scaled: untreated 0%, proteasome inhibitor 100%. Potency, µM (series often up to 57.1 µM), for the others: at the top dose IkBa stabilization activation. hit rate 0.04% among 110,000; active = well fitted curve in the direction sought with a large enough effect in the signal ratio, not every such curve was filed as active; inconclusive = small, poorly fitted or top-dose-only effect, or a change in a side signal; the % refers to the signal ratio;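 note: the direction sought is a rising ratio; 0% = basal untreated cells and 100% = reference inhibitor full response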
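Curves were fitted separately to fusion (green), unfused (red) and ratio luminescence, then classed by r2, magnitude and activity. Cells: OCI-Ly3, 4 h compound plus doxycycline at 37C; 10 uM MG-132 defined full response.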
Peg3 imprint: genomic imprint erasure induction. mouse ES Peg3-LacZ reporter, beta-gal luminescence, 40 h. AID 1948. hit rate 0.02% among 110,000. Potency, µM (series often up to 60.7 µM), inactives show at the top dose activity change, positive = activation, most hits filed as activators;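 note: 0% = negative control wells on the plate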
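Readout: BetaGlo luminescence (5 min, room temp) for LacZ from the normally silent maternal Peg3 allele in female Peg3LacZ-Neo ES cells. Cells 300/well, 40 h, 37C, 5% CO2. Data normalized per plate to negative controls.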
An asterisk follows results filed as active; ? = inconclusive; nt = not tested or not shown; [ ] = another dose, or the depositor's remark. Unless noted, calls come from the whole dose curve; as a rule, active = well fitted curve in the direction sought with a large enough effect; inconclusive = small, poorly fitted or top-dose-only effect, or another doubt; inactive = no such curve, though single readings can be large; an effect the other way counts as inactive or inconclusive. Unless noted, % is set by controls: 0 for no effect and ±100 for the full control effect; potency is the fitted concentration of half-maximal effect.

SMILES | p53ts 39C tox | p53ts 32C kill | IkB signaling | Peg3 imprint
Cc1nc(N(C)C)ncc1C(=O)O | 23% | 7% | nt | nt
O=c1[nH]c(-c2ccncc2)nc2ccccc12 | -16% | -4% | -0.8% | -12%
Cc1cc(C(C)(C)C)cc(C)c1COC(=O)C1CCC(=O)N1 (stereo not drawn) | -5% | -6% | 1.1% | -5%
CC1=CCC(C(=O)O)C(C(=O)Nc2nc3ccc(S(C)(=O)=O)cc3s2)C1 (stereo not drawn) | -13% | 2% | nt | nt
CCOc1ccc(CCNC(=O)CN(c2ccc(C)cc2)S(=O)(=O)N(C)C)cc1OCC | 7% | -11% | -1.0% | -12%[10.9 µM]
Nc1nc(-c2ccco2)nc(N2CCCCC2)n1 | -9% | -9% | -1.8% | -2%
O=C1CC(N2CCN(C3CCc4ccccc4C3)CC2)C(=O)N1c1ccccc1 (stereo not drawn) | 4% | 9% | 1.4% | -10%
CC(C)CCOc1ncnc2c1sc1nc3c(cc12)CSC(C)(C)C3 | 17% | 4% | nt | nt
O=C(NCCN1CCC(Cc2ccccc2)CC1)C1CCCN(S(=O)(=O)c2cnc[nH]2)C1 (stereo not drawn) | 0% | -9% | 0.1% | -12%
COCCN(CC(=O)NCc1ccc(F)cc1)C(=O)CCC(=O)Nc1nccs1 | 6% | -4% | 0.2% | 0%
Cc1ccc(C(=O)Nc2ccc(S(=O)(=O)N3CCN(C)CC3)cc2)cc1 | -6% | -1% | nt | nt
Cc1ccc(C)c(NC(=O)CSc2nc3ccccc3nc2N2CCOCC2)c1 | -5% | 7% | 3.8% | -7%[10.9 µM]
COc1ccccc1NC(=O)N(Cc1ccco1)Cc1cc2c(C)ccc(C)c2[nH]c1=O | 2% | -8% | ? | -21%
CC(=O)c1ccc(N2CCN(CCC#N)CC2)c(F)c1 | 0% | -5% | nt | nt
CCOC(=O)c1[nH]c(C)c(CCC(=O)Nc2cccc(C(F)(F)F)c2)c1C | 8% | -5% | ? | 6%[10.9 µM]
Cc1oc(-c2ccc(C(=O)NC(C)c3ccccc3)cc2)nc1CS(=O)(=O)c1ccccc1 (stereo not drawn) | 4% | 7% | -0.4% | 5%[10.9 µM]
Cc1cccc(NC(=O)C2CCCN2S(=O)(=O)c2ccc3c(c2)n(C)c(=O)c(=O)n3C)c1 (stereo not drawn) | 18% | -8% | 0.0% | -19%[10.9 µM]
CNC(=O)C1CCN(C(=O)N2CC(C)Oc3ccc(C)cc32)CC1 (stereo not drawn) | 2% | 3% | -0.6% | -6%[10.9 µM]
COc1cc(Br)c(/C=C(\C#N)c2nc3ccccc3[nH]2)cc1OC | -26% | -9% | 1.5% | -13%[10.9 µM]
C=CCOc1ccccc1CNCc1cccnc1 | -5% | -4% | -0.7% | -13%
Cc1ccc(C)c(S(=O)(=O)NCCOC(=O)Nc2sc(=S)n(C)c2C)c1 | 3% | 4% | 3.0% | -10%
Cc1cccc(C(=O)N2CCN(Cc3ccc4c(c3)OCO4)CC2)c1 | 4% | 12% | 0.6% | -10%
Cc1ccc(NC(=O)C(=O)NCC(c2cccnc2)N2CCc3ccccc32)cc1Cl (stereo not drawn) | 3% | 5% | 2.9% | 9%[10.9 µM]
O=C(COc1ccccc1Cl)Nc1ccc(OCc2cc(=O)n3ccsc3n2)cc1 | -1% | -4% | 1.8% | -5%[10.9 µM]
CN(c1ccccc1)S(=O)(=O)c1cccc(C(=O)N2CCN(c3ccccn3)CC2)c1 | -10% | 1% | ? | -13%

Copied from the entries so far, two compounds:
SMILES | p53ts 39C tox | p53ts 32C kill | IkB signaling | Peg3 imprint
Cc1nc(N(C)C)ncc1C(=O)O | 23% | 7% | nt | nt
O=c1[nH]c(-c2ccncc2)nc2ccccc12 | -16% | -4% | -0.8% | -12%

Continuation:
SMILES | p53ts 39C tox | p53ts 32C kill | IkB signaling | Peg3 imprint
Cc1csc(=Nc2c(C)n(C)n(-c3ccccc3)c2=O)n1Cc1ccccc1 | 8% | 4% | 0.6% | -19%
COc1ccc(CN2CCN(S(=O)(=O)c3ccc(NC(C)=O)cc3)CC2)cc1OC | -4% | -8% | 3.5% | -22%
COc1ccc(C(=O)N2CCN(S(=O)(=O)c3cc(Cl)ccc3OC)CC2)cc1 | -5% | -11% | 0.0% | -3%
Cc1ccc2[nH]cc(C(c3ccccc3)c3ccc(C)s3)c2c1 (stereo not drawn) | 13µM* | ? | ? | -10%[10.9 µM]
O=C(CN(C1CCCCC1)S(=O)(=O)c1ccc(F)cc1)NCc1ccncc1 | 11% | 2% | -2.4% | 1%
O=C(Cc1ccc(F)cc1)NCCc1csc2nc(-c3ccccc3F)nn12 | -14% | 2% | 0.5% | 18%[10.9 µM]
CCCCNC(=O)c1cc2n(n1)CCCN(Cc1ccc(C)cc1)C2=O | 0% | 6% | -0.4% | 17%[10.9 µM]
COC(=O)c1c(-c2ccc(Cl)cc2)noc1N1CCN(c2cccc(OC)c2)CC1 | -4% | -3% | ? | -17%[10.9 µM]
Cc1ccc(OCCn2cc(C(=O)C3CCCCC3)c3ccccc32)cc1 | -27% | 5% | 1.9% | -8%[10.9 µM]
Cc1ccc(NS(=O)(=O)c2cn(C)c(C)n2)c(Br)c1 | -6% | 0% | -3.0% | -15%[10.9 µM]
O=C(Nc1cnn(Cc2ccc(Cl)cc2Cl)c1)c1cc(-c2cccs2)on1 | -19% | -8% | 8.3% | -14%
Nc1nc2ncc(CNc3ccc(C(=O)N[C@@H](CCC(=O)O)C(=O)O)cc3)nc2c(=O)[nH]1 | 7% | 8% | 0.6%[25.6 µM] | 8%
COCCN(CC(=O)Nc1ccccc1C)S(=O)(=O)c1ccc(S(=O)(=O)N2CCCC2)cc1 | 5% | -9% | -0.6% | -10%
COc1ccc(CNC(=O)Cc2csc3nc(-c4ccc(F)cc4)cn23)cc1 | -19% | -6% | 0.8% | -15%[10.9 µM]
COc1ccc(-c2nnc3sc(C(C)N4C(=O)c5ccccc5C4=O)nn23)cc1 (stereo not drawn) | 7% | 5% | -2.0% | -8%
CC1CCCCC1NS(=O)(=O)c1ccc(S(=O)(=O)NCc2ccncc2)cc1 (stereo not drawn) | -7% | -3% | 6.7% | -23%
CCC1(CC)Cc2ccccc2C(N)=C1C#N | -2% | 0% | 0.3% | -14%
Cc1cc2nn(-c3ccc(F)cc3)nc2cc1NC(=O)c1cccc2ccccc12 | 14% | -4% | -1.8% | -18%[10.9 µM]
O=C(CSc1nnc(-c2c[nH]c3ccccc23)o1)c1ccc(-c2ccccc2)cc1 | -9% | 22% | nt | nt
COC(=O)CN1C(=S)N(c2ccc(Cl)cc2)C(=O)C1CC(=O)Nc1ccc(F)cc1 (stereo not drawn) | -3% | -12% | nt | nt
O=S(=O)(c1ccc(S(=O)(=O)N2CCN(C/C=C/c3ccccc3)CC2)cc1)N1CCCC1 | 5% | 2% | 1.1% | -11%
CCC(C)Sc1nc2c(c(=O)[nH]c(=O)n2C)n1CCc1ccccc1 (stereo not drawn) | -7% | 6% | 0.7% | -12%
CCN(Cc1nc(-c2ccc(OC)cc2)oc1C)S(=O)(=O)c1ccc(Cl)cc1 | ? | -7% | ? | -8%[10.9 µM]
Cc1cc(Cl)ccc1OCC(=O)N(Cc1sccc1C)C1CCS(=O)(=O)C1 (stereo not drawn) | -6% | 7% | 5.2% | -10%[10.9 µM]
COc1cc(C)nc(N(Cc2ccccc2)S(=O)(=O)c2ccccc2)n1 | 10% | 9% | ? | -14%

Ordered by count of non-hydrogen atoms (low to high): six of the compounds above
SMILES | p53ts 39C tox | p53ts 32C kill | IkB signaling | Peg3 imprint
O=c1[nH]c(-c2ccncc2)nc2ccccc12 | -16% | -4% | -0.8% | -12%
Cc1ccc2[nH]cc(C(c3ccccc3)c3ccc(C)s3)c2c1 (stereo not drawn) | 13µM* | ? | ? | -10%[10.9 µM]
CCC(C)Sc1nc2c(c(=O)[nH]c(=O)n2C)n1CCc1ccccc1 (stereo not drawn) | -7% | 6% | 0.7% | -12%
Cc1ccc(C)c(S(=O)(=O)NCCOC(=O)Nc2sc(=S)n(C)c2C)c1 | 3% | 4% | 3.0% | -10%
O=C(CSc1nnc(-c2c[nH]c3ccccc23)o1)c1ccc(-c2ccccc2)cc1 | -9% | 22% | nt | nt
CN(c1ccccc1)S(=O)(=O)c1cccc(C(=O)N2CCN(c3ccccn3)CC2)c1 | -10% | 1% | ? | -13%

(list continues)
SMILES | p53ts 39C tox | p53ts 32C kill | IkB signaling | Peg3 imprint
O=C1CC(N(O)c2ccccc2)C(=O)N1Cc1ccccc1 (stereo not drawn) | 2% | -2% | 6.0% | -11%
Cc1ccc(S(=O)(=O)NCC(c2ccc(N(C)C)cc2)N2CCc3ccccc32)cc1 (stereo not drawn) | 9% | 5% | 1.4% | -1%[10.9 µM]
CC(=O)Nc1cccc(Cn2cccn2)c1 | 19% | 0% | 9.1% | -19%
CCCn1c(SCc2ccc(Cl)cc2)nc2c1c(=O)[nH]c(=O)n2C | -10% | -7% | ? | -6%
CN(CCC(=O)O)S(=O)(=O)c1ccccc1 | 18%[9.22 µM] | 6%[9.22 µM] | 0.1%[11.4 µM] | -15%[10.9 µM]
OC(CNCC1CCCO1)Cn1c2ccccc2c2ccccc21 (stereo not drawn) | -16% | 3% | 4.5% | nt
COc1ccc(OC)c(C(O)c2nc3ccccc3n2C(C)C)c1 (stereo not drawn) | 17% | 0% | -2.0% | -11%
COc1ccc(NC(=O)CSc2nc3ccccc3nc2N2CCOCC2)c(OC)c1 | -4% | -4% | ? | 11%[10.9 µM]
CC(C)c1ccc(S(=O)(=O)N2CCN(Cc3cccc(F)c3)CC2)cc1 | 3% | -4% | 3.2% | -2%[10.9 µM]
CCOC(=O)Cc1nnc(NC(=O)C(CC)Sc2nncn2C)s1 (stereo not drawn) | 3% | 2% | 2.5% | -1%
O=C(O)[C@H](Cc1ccccc1)NC(=O)N1CCOCC1 | 5% | 8% | -1.1% | ?
CS(=O)(=O)Nc1cccc(-c2nc(-n3ccnc3)c3ccccc3n2)c1 | -20% | -23% | 0.6%[11.4 µM] | ?
CCOc1ccc(C(=O)c2cn(CC(=O)Nc3ccc(OC)cc3)c3cc4c(cc3c2=O)OCCO4)cc1 | -17% | -1% | 0.9% | -5%[10.9 µM]
CCOC(=O)C1CCN(S(=O)(=O)c2ccc(NC(=O)OC)cc2)CC1 | -1% | -15% | 2.7% | -17%
CCOC(=O)Nc1cccc(Nc2ccccc2)c1 | 3% | -3% | -0.3% | -6%
CS(=O)(=O)N1CCN(C2CCN(Cc3ccccc3)CC2)CC1 | 2% | 0% | -0.3% | 5%
CC(CN1CCN(C)CC1)OC(=O)c1ccccc1Cl (stereo not drawn) | 0% | -8% | -0.1% | 12%
CCC(C)NC(=O)C(Cc1ccccc1)n1cccc1 (stereo not drawn) | -1% | -5% | -0.4% | 0%
COc1ccccc1Nc1nn2c(=O)c3ccc(C(=O)NCc4ccc(F)cc4)cc3nc2s1 | 3.2µM* | 3.2µM* | -0.6% | -36%[inhibitor][10.9 µM]
CCCCCn1c(=O)[nH]c2cc(C(=O)Nc3cc(OC)cc(OC)c3)ccc2c1=O | 8% | -7% | ? | -14%[10.9 µM]
COc1ccc(NC(=O)c2ccc(Cc3ccc(C)cc3)o2)cc1 | -10% | ? | nt | nt
Cc1ccc(S(=O)(=O)Nc2ccc3c(c2)c(C(=O)OC(C)C)c(C)n3S(=O)(=O)c2ccc(C)cc2)cc1 | 12% | 14% | -1.0% | -10%[10.9 µM]
Cc1cc(=O)oc2cc(OCC(=O)N/N=C/c3cc([N+](=O)[O-])ccc3O)ccc12 | -16% | -1% | nt | nt

Full records as entered above. Order of values: p53ts 39C tox	p53ts 32C kill	IkB signaling	Peg3 imprint
Record of Cc1ccc(S(=O)(=O)Nc2ccc3c(c2)c(C(=O)OC(C)C)c(C)n3S(=O)(=O)c2ccc(C)cc2)cc1 = 12%	14%	-1.0%	-10%[10.9 µM]
Record of O=C1CC(N(O)c2ccccc2)C(=O)N1Cc1ccccc1 (stereo not drawn) = 2%	-2%	6.0%	-11%
